Screening data: PubChem, National Center for Advancing Translational Sciences (NCATS)
SMN2 splice enh: qHTS Assay for Enhancers of SMN2 Splice Variant Expression. Potency, µM (top dose mostly 46.1 µM), inactives show top-dose activity change, positive = activation, most hits filed as activators. 210,000 tested, 2.8% active. HEK293 SMN2-luciferase splicing reporter, luminescence, 30-36 h. AID 1458, 2008; active = well fitted activation curve with a large enough effect; inconclusive = small, poorly fitted or top-dose-only effect; inactive = no such curve, though single readings can be large or run the other way; also: % of control where 0% means no effect; nearly all actives have a fitted effect of over 55% in size
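HEK293 cells carry an SMN2 minigene-luciferase reporter in which exon 7 inclusion puts luciferase in frame. Cells were seeded at 2000 cells/well, attached for 10-12 hours, then exposed to compounds for 30-36 hours at 37C before ONE-Glo luminescence.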
Active calls of the source: *; ? = inconclusive; [ ] = dose if it differs, or a comment. Potency is read from the fitted curve at half-maximal effect. An excerpt (hit frequency here may not be typical).

SMILES | SMN2 splice enh
CCN1C(=O)C(O)(c2c(C)[nH]c3ccccc23)c2ccccc21 (stereo unspecified) | -2%
COc1ccc(OC)c(S(=O)(=O)Nc2cc3c(C(C)=O)c(C)oc3c3ccccc23)c1 | 18%
O=C(Cc1csc2ccccc12)NCc1ccc(F)cc1 | ?
O=C(Nc1cccc(NC(=O)c2ccccc2Cl)c1)c1cccc(Br)c1 | -11%
Cc1ccc(C)c(N2CCN(S(=O)(=O)c3ccc4c(c3)n(C)c(=O)c(=O)n4C)CC2)c1 | -3%
Cc1nc2scc(C)n2c(=O)c1S(=O)(=O)Nc1cccc(C(F)(F)F)c1 | -18%
Cn1c(=O)c2sccc2n2c(CCC(=O)N3CCN(c4ccc(F)cc4)CC3)nnc12 | 1%
CCOC(=O)c1cc(OC(=O)c2cccc(F)c2)n(-c2ccccc2)n1 | -1%
Cc1ccc(-c2nnc(Nc3ccccc3)c3ccccc23)cc1S(=O)(=O)NCc1nc2ccccc2[nH]1 | -2%
CC1=C(C(=O)OC2CCCCCC2)C(c2c(Cl)cccc2Cl)CC(=O)N1 (stereo unspecified) | -28%
Cc1ccc(-c2nnn(CC(=O)N(CC(=O)NCCC(C)C)c3ccc(F)cc3)n2)cc1 | -9%
c1ccc(N2CCN(Cc3nnc(-c4ccc5c(c4)OCO5)o3)CC2)cc1 | -1%
CCOc1ccc(C(=O)c2cnc3ccc(Cl)cc3c2S(=O)(=O)c2ccc(C)cc2)cc1 | 0%
CCNC(=O)CC1C(=O)N(c2ccc(F)cc2)C(=O)N1Cc1ccc(OC)c(OC)c1 (stereo unspecified) | 1%
Cc1cc(NC(=O)C2CCC(CNS(=O)(=O)c3ccc(Br)s3)CC2)ccc1Br (stereo unspecified) | -18%
NC(=O)CSc1oc(-c2ccco2)nc1S(=O)(=O)c1ccc(Br)cc1 | 0%
CCc1ccc(NC(=O)Cn2c(=O)n(Cc3ccco3)c(=O)c3cccnc32)cc1 | 7%
COc1cc(OC)c(N(C)C(=O)c2cn(C)c(=O)c3cc(OC)c(OC)cc23)cc1Cl | -8%
CCn1cc(C(=O)OCC(=O)Nc2ccc(F)cc2F)c(=O)c2ccc(C)nc21 | 0%
COc1ccc(Br)cc1Cn1nnc(C(=O)Nc2ccc(C)cc2C)c1N | -79%[inhibitor]

Rewritten as tab-separated lines: four of the compounds above.
SMILES	SMN2 splice enh
COc1ccc(Br)cc1Cn1nnc(C(=O)Nc2ccc(C)cc2C)c1N	-79%[inhibitor]
Cc1ccc(C)c(N2CCN(S(=O)(=O)c3ccc4c(c3)n(C)c(=O)c(=O)n4C)CC2)c1	-3%
CCc1ccc(NC(=O)Cn2c(=O)n(Cc3ccco3)c(=O)c3cccnc32)cc1	7%
CCN1C(=O)C(O)(c2c(C)[nH]c3ccccc23)c2ccccc21 (stereo unspecified)	-2%

(listing goes on)
SMILES | SMN2 splice enh
Cc1ccc2c(=O)cc(C(=O)Nc3c(C(=O)c4ccccc4)oc4ccccc34)oc2c1 | 9%
CCC(=O)NCc1nc2ccccc2n1Cc1ccccc1 | 7%
COc1nc(-c2ccc(C)cc2)ccc1-c1noc(-c2ccc(C(C)(C)C)cc2)n1 | 12%
CCCCN(CCCC)CCCNC(=O)c1cc(-c2ccc(Cl)s2)nc2ccccc12 | 3%
Cc1cc2oc(=O)c(CC(=O)NCCc3ccccc3)c(C)c2c2occ(C(C)(C)C)c12 | -4%
COc1cccc(-n2c(=O)c3cc(OC)c(OC)cc3n(CC(=O)Nc3ccccc3)c2=O)c1 | -3%
Cc1ccc2c(c1)cc1c(=O)n(CC(=O)N3CCCCC3)nc(C)n12 | -5%
O=C(NCc1ccc(F)cc1)c1cc2n(n1)CCCN(Cc1ccc(F)cc1)C2=O | -15%
CCOc1ccc(NC(=O)CSc2nc3c(oc4ccccc43)c(=O)n2-c2ccccc2C)cc1 | -7%
Cc1cccc(CN2C(=O)c3ccccc3S(=O)(=O)c3ccc(C(=O)N4CCCC4)cc32)c1 | 0%
Cc1ccc(OCC(=O)Nc2ccc3nc(Nc4cccc(Cl)c4)cc(C)c3c2)cc1 | -21%
COC(=O)c1ccc(NC(=O)c2cc(=O)c3ccc(C)cc3o2)cc1 | 1%
COC(=O)c1cc2oc3ccccc3c2n1Cc1nc(-c2ccccc2Cl)oc1C | 1%
CCCOC(=O)c1cccc(Nc2nc(CCC)cc(=O)[nH]2)c1 | -34%[inhibitor]
Cc1cccc(-c2nc3cc(NC(=O)Cc4ccc(Cl)cc4)ccc3o2)c1 | -21%
O=C(c1ccc(F)cc1)c1cn(Cc2ccccc2F)c2cc3c(cc2c1=O)OCCO3 | -10%
COc1ccc(C2c3c(oc4ccc(F)cc4c3=O)C(=O)N2Cc2ccc3c(c2)OCO3)cc1 (stereo unspecified) | -1%
COC(=O)c1nnn(CC(=O)Nc2c(C)cccc2C)c1N | -3%
FC(F)(F)c1cccc(-c2nnn3c2nc(NC2CCCCC2)c2ccccc23)c1 | 4%
CCOC(=O)C1=C(CN2CCN(c3cccc(Cl)c3)CC2)NC(=O)NC1c1ccc(Cl)cc1 (stereo unspecified) | -2%
CCN1CCSc2ccc(C(=O)NCc3ccc(OC)cc3)cc21 | -1%
CCOC(=O)c1ccc(NC(=O)CN(Cc2ccc(C)cc2)S(=O)(=O)c2ccc(C)cc2)cc1 | -9%
COc1ccc(C)cc1NC(=O)c1cn(C)c(=O)c2cc(OC)c(OC)cc12 | 5%
CC1CCN(S(=O)(=O)c2ccc3c(c2)N(CC(=O)NC(C)c2ccccc2)C(=O)CO3)CC1 (stereo unspecified) | 17%
Cc1ccc2oc(=O)c3cnn(CC(=O)N(C)c4ccc(F)cc4)c3c2c1 | -16%
CCn1c(=O)cc(OCC(=O)N2CCN(c3ccc(OC)cc3)CC2)c2ccccc21 | 1%
CCC(=O)Nc1sc2c(c1C(=O)Nc1ccc(OC)cc1)CCC(C(C)(C)C)C2 (stereo unspecified) | -8%
CC(=O)c1cccc(NC(=O)c2ccc3c(c2)N(Cc2ccc(C)cc2)CCS3)c1 | 13%
O=C(Nc1ccc(O)c(-c2nc3ccccc3o2)c1)c1ccco1 | 8%
Cc1nn(Cc2ccccc2Cl)c(C)c1NC(=O)c1cc(C(C)C)on1 | ?
CCc1nn(CC(=O)NC(C)CC)c(=O)c2cc3c(OC)cccc3n12 (stereo unspecified) | 5%
O=C(/C=C/c1cn(CC(O)CN2CCCCCC2)c2ccccc12)c1ccc(Br)cc1 (stereo unspecified) | -4%
O=C(Nc1ccc2oc(-c3ccc(O)c(Br)c3)nc2c1)c1cc2ccccc2o1 | 2%
CCOC(=O)c1ccc(NC(=O)CSc2nnc(CNC(=O)c3ccc(OC)cc3)n2CC)cc1 | 8%
COc1ccc(CCNC(=O)c2cc(=O)c3c(C)cc(C)cc3o2)cc1OC | 3%
COc1ccc(Br)cc1C(=O)Nc1ccc(-c2nc3cc(Cl)ccc3o2)cc1 | -7%
CCn1c(=O)c2cc(C(=O)NCCc3ccc(Cl)cc3)sc2c2ccccc21 | -7%
COC(=O)CC1Oc2ccccc2-n2cc(-c3ccc(C)cc3)nc21 (stereo unspecified) | -9%
CC1CCN(S(=O)(=O)c2ccc3c(c2)oc(=O)n3CC(=O)N2CCCCC2)CC1 | -3%
Cc1ccc(S(=O)(=O)c2nnn3c2nc(N2CCC(C)CC2)c2cc(Cl)ccc23)cc1C | 0%

2 entries picked at random from the list so far, as already listed:
SMILES | SMN2 splice enh
CC1CCN(S(=O)(=O)c2ccc3c(c2)N(CC(=O)NC(C)c2ccccc2)C(=O)CO3)CC1 (stereo unspecified) | 17%
Cc1cccc(CN2C(=O)c3ccccc3S(=O)(=O)c3ccc(C(=O)N4CCCC4)cc32)c1 | 0%

Other compounds:
SMILES | SMN2 splice enh
Cn1c(=O)nc2n(-c3ccc(Br)cc3)c3cccc(Cl)c3cc-2c1=O | 10%
CCc1ccccc1NC(=O)CN(Cc1ccccc1)S(=O)(=O)c1ccc(Br)cc1 | -22%
CC(Sc1oc(-c2cccs2)nc1S(=O)(=O)c1ccccc1)c1ccccc1 (stereo unspecified) | -1%
Cn1c2c(c(=O)n(C)c1=O)C(c1ccccc1C(F)(F)F)CC(=O)N2 (stereo unspecified) | -11%
CCN(CC)c1ccc(NC(=O)c2sc3ccccc3c2Cl)cc1 | -7%
CCCN(C(=O)CCc1nc(-c2ccc(C)cc2)no1)c1ccc(OCC)cc1 | -24%
CCOc1ccccc1NC(=O)C1CCCN(S(=O)(=O)c2cccs2)C1 (stereo unspecified) | -38%[inhibitor]
COc1cc(OC)c(NC(=O)c2ccc3c(c2)N(Cc2ccc(C)cc2)CCS3)cc1Cl | -5%
Cc1oc2ccc(O)c(CN3CCOCC3)c2c1C(=O)Nc1cccc(Cl)c1C | -1%
COc1cc2ccccc2cc1C(=O)Nc1ccc2oc(-c3ccc(F)cc3)nc2c1 | 1%
COc1ccccc1NC(=O)c1nnn(-c2ccc(F)cc2)c1C | 3%
CCn1c(=O)cc(OCC(=O)N2CCN(c3ccc(C(C)=O)cc3)CC2)c2ccccc21 | 25%
Cc1cc(NC(=O)C(C)(C)Oc2ccc(Cl)cc2)cc(-c2nc3ncccc3o2)c1O | 19%
Cc1ccccc1S(=O)(=O)Cc1ccc(C(=O)NC2CCC(C)CC2)o1 (stereo unspecified) | -5%
CCOc1cc(C2c3c(-c4cc(C)ccc4O)n[nH]c3C(=O)N2CCCOC(C)C)ccc1O (stereo unspecified) | 0%
CC(C)c1ccc(NC(=O)C2CCCN(S(=O)(=O)c3cccc4nonc34)C2)cc1 (stereo unspecified) | 0%
COc1cccc(NC(=O)N(Cc2c[nH]c3ccccc23)C2CCCCCC2)c1 | -13%
CCN(C(=O)c1cc2c(=O)n3cccc(C)c3nc2s1)c1ccc(C)c(C)c1 | -21%
Cc1cc(Nc2cc(Cl)ccc2C)n2nc(Cc3ccccc3)nc2n1 | 10%
CCC(=O)N1N=C(c2ccc(OC)cc2)CC1c1cn(-c2ccccc2)nc1-c1cccs1 (stereo unspecified) | -9%
Cc1cc(Nc2cccc(O)c2)c2cccc(Br)c2n1 | 1%
Cn1c(=O)c2c(nc(N3CCOCC3)n2Cc2ccccc2Cl)n(C)c1=O | -4%
CCc1ccccc1NC(=O)c1cnn2c(C(F)(F)F)cc(-c3ccc(OC)c(OC)c3)nc12 | 1%
O=C1CC(c2nnc(Cc3ccc(Cl)cc3)o2)CN1c1ccccc1 (stereo unspecified) | 10%
O=C(c1ccccc1)n1nc(-c2ccco2)nc1NCc1ccccc1Cl | 7%
COc1cccc(NC(=O)CCc2c(C)nc3nc(CNC(=O)c4cccc(F)c4)nn3c2C)c1 | 0%
CC1CCN(C(=O)Cn2c(=O)oc3cc(S(=O)(=O)N4CCCCC4)ccc32)CC1 | 10%
CCCCn1cc2c(c1-c1ccc(Cl)cc1)c(=O)n(C)c(=O)n2C | 11%
O=c1c2sc3ccccc3c2n(Cc2ccccc2Cl)c(=O)n1Cc1ccccc1 | -4%
COc1ccccc1Nc1nc(-c2ccccc2)c(CC(=O)O)s1 | 12%
Fc1ccc(CNc2nc(-c3ccccc3)cc(C(F)(F)F)n2)cc1 | -7%
O=C(Cn1c(=O)n(-c2cccc(Cl)c2)c(=O)c2sc3ccccc3c21)N1CCCC1 | 8%
Cc1c(Cl)cccc1-c1ccc(CNCCSc2nnnn2-c2ccccc2)o1 | -8%
O=C(Cn1ncc2c(=O)oc3ccccc3c21)NCc1ccccc1Cl | -15%
CCOc1ccc(NC(=O)CCc2nnc3n(C)c(=O)c4sccc4n23)cc1 | 0%
COc1ccc(CNC(=O)c2cc3c(=O)[nH]c4ccccc4c3n2C)c(OC)c1 | 3%
CCCCn1c(CCNC(=O)c2ccc(F)cc2)nc2ccccc21 | 2%
N#C/C(=C\c1ccc(F)cc1)c1nc(-c2ccc(-c3ccccc3)cc2)cs1 | 0%
CCC1(C)CC(=O)c2c(ccc3oc(C(=O)Nc4ccc(C(C)=O)cc4)c(C)c23)O1 (stereo unspecified) | ?
Cc1ccc(C2=NC(c3ccccc3)=Nc3ccc(Cl)cc3N2)cc1 | -5%
COc1ccc(C2CC(=O)N(CC(=O)Nc3ccc(C(F)(F)F)cc3)c3ccccc3S2)cc1 (stereo unspecified) | -13%
Cc1cccc(-c2nc3c4ccccc4nc(N4CCN(c5ccccc5F)CC4)n3n2)c1 | 4%
COc1ccc(/C=C/C(=O)Nc2nc3n(n2)C(c2ccccc2)C=C(c2ccccc2)N3)cc1 (stereo unspecified) | 2%
Cc1ccc(N2CC3=C(C2=O)C(c2ccc(Br)cc2)NC(=O)N3C)cc1 (stereo unspecified) | 9%
CC(C)c1ccc(NC(=O)c2cc3c(=O)oc4ccccc4c3s2)cc1 | 3%
Cc1cc2nc3c(=O)n(C)c(=O)n(C)c3nc2cc1N=CN(C)C | -2%
COC(=O)c1cc(NC(=O)c2ccc3c(c2)NC(=O)c2ccccc2S3)cc(C(=O)OC)c1 | -1%
COc1ccc(-n2nc(-c3ccc(C)cc3)c3cnc4cc(F)c(F)cc4c32)cc1 | -14%
Cc1ccc2oc(-c3cc(NC(=O)/C=C/c4ccco4)ccc3Cl)nc2c1 | -5%
Cc1ccc(C)c(NC(=O)C2CCN(S(=O)(=O)c3c(C)noc3/C=C/c3cccs3)CC2)c1 | 3%
Cc1ccc(C(=O)CSc2nc(-c3ccccc3)nc3c2CCCC3)c(C)c1 | 2%
O=C(Cc1ccccc1)Nc1sc2c(c1C(=O)Nc1ccc(Br)cc1)CCC2 | -8%

Given with tabs: part of the list above.
SMILES	SMN2 splice enh
COc1ccc(C2CC(=O)N(CC(=O)Nc3ccc(C(F)(F)F)cc3)c3ccccc3S2)cc1 (stereo unspecified)	-13%
Cc1cccc(-c2nc3c4ccccc4nc(N4CCN(c5ccccc5F)CC4)n3n2)c1	4%
COc1ccc(/C=C/C(=O)Nc2nc3n(n2)C(c2ccccc2)C=C(c2ccccc2)N3)cc1 (stereo unspecified)	2%
Cc1ccc(N2CC3=C(C2=O)C(c2ccc(Br)cc2)NC(=O)N3C)cc1 (stereo unspecified)	9%
CC(C)c1ccc(NC(=O)c2cc3c(=O)oc4ccccc4c3s2)cc1	3%
